hgDAF12 agonist – activates the H. glycines DAF-12 receptor ligand-binding domain | HEK293 GAL4-hgDAF12 UAS-luciferase reporter, agonist luminescence; normalized to butyrate control | activation, % at 6.8 µM | 1.8% of 370,000 active;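 active means activation above a cutoff set at the mean of all screened compounds plus 3 SD, cut at about 10% in these data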;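 further: 0% = DMSO wells and 100% = sodium butyrate wells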
PLCb3 inh – PLC-beta3 (human) inhibition, primary screen. Q01970. 0.18% of 370,000 active. Purified PLC-beta3, fluorogenic substrate, fluorescence. inhibition, % at 12.2 µM. AID 720704; in the data active means inhibition above about 11%;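 further: 0% = median of compound wells on plate and 100% = full blocker control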
Target sequence (Q01970 whole entry, looked up): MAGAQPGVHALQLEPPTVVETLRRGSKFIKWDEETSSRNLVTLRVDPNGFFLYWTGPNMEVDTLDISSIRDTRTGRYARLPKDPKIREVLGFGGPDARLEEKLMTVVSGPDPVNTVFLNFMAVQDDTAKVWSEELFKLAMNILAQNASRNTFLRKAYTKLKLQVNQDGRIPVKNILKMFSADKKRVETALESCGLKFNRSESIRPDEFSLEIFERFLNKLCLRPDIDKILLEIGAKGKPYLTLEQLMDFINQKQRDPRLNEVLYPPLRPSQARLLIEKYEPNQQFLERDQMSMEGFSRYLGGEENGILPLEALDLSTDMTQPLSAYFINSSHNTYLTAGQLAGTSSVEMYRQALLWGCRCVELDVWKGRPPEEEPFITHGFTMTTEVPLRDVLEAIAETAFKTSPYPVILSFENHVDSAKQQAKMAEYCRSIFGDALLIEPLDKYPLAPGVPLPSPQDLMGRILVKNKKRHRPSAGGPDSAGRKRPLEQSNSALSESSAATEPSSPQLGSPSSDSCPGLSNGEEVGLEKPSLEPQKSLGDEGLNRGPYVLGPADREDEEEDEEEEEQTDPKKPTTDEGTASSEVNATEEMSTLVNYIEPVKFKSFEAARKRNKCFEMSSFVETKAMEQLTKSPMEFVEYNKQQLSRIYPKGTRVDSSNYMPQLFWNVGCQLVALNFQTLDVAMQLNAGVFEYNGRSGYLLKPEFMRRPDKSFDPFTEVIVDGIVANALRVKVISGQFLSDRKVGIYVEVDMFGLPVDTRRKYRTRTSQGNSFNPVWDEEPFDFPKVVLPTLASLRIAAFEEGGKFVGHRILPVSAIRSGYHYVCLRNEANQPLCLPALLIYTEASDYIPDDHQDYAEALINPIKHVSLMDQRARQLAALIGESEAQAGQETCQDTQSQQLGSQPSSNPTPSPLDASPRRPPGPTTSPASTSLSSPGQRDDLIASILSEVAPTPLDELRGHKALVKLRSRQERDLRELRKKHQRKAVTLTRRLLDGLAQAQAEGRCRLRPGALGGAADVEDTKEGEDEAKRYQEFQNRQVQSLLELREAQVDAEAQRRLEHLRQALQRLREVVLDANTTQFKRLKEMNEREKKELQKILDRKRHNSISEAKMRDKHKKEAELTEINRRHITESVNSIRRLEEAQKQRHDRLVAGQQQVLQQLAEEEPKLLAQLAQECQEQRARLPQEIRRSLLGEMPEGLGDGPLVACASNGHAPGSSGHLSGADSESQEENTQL
DAX1 inh-1 – inhibitors of human orphan nuclear receptor DAX1 (NR0B1) | P51843 | HEK293 Gal4-DAX1 luciferase reporter, luminescence | inhibition, % at 6.75 µM | 0.99% of 340,000 active | AID 504766;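 active means inhibition above the mean over all tested compounds plus 3 SD, cut at about 4.2% in these data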;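 further: 0% = DAX1-transfected cells with DMSO and 100% = empty-vector control cells with DMSO; inhibition shows as a rise in luminescence from relieved DAX1 repression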
MBD2 inh – MBD2-methylated oligo binding inhibition; Q9UBB5; TR-FRET, MBD2 binding to methylated oligonucleotide; inhibition, % at 4.4 µM; 0.31% of 370,000 active; AID 686964; in the data active means inhibition above about 13%
PLC-gamma1 inh – blocks human PLC-gamma1 enzyme activity; P19174; purified PLC-gamma1, fluorogenic substrate, fluorescence; inhibition, % at 12.2 µM; 0.84% of 370,000 active; in the data active means inhibition above about 9.5%
SMARCA2 act – increases SMARCA2 function in MMTV reporter cells | 1% of 370,000 active | MG213 cells, MMTV-luciferase reporter, dexamethasone, overnight | activation, % at 9.1 µM; in the data active means activation above about 7.8%;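 further: 0% = vehicle wells and 100% = reference activator wells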
DAX1 inh-2 – inhibitors of DAX1 repression of SF-1 activated StAR promoter. HEK293T StAR-luciferase reporter, SF-1/DAX-1 repression relief. AID 652010. 1.1% of 370,000 active. inhibition, % at 6.8 µM;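 active means inhibition above the mean over all tested compounds plus 3 SD, cut at about 3.6% in these data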;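 further: 0% = DAX-1 cells with DMSO and 100% = cells lacking DAX-1 with DMSO; higher inhibition means more luminescence from relief of DAX-1 repression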
ADAM17 inh – inhibitors of human ADAM17. AID 720648. recombinant ADAM17, EDANS/DABCYL FRET peptide cleavage. inhibition, % at 6.95 µM. 0.83% of 370,000 active. P78536;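 active means inhibition above the mean of compounds lying between control limits plus 3 SD, set per campaign, cut at about 8.5% in these data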;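 further: 0% = DMSO-only wells as the low control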
hcDAF12 agonist – activates DAF-12 receptor from parasite H. contortus | 1.4% of 370,000 active | HEK293 hcDAF-12 lit1-tk-luc reporter, luminescence; 0% DMSO, 100% Δ7-dafachronic acid | activation, % at 6.8 µM;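 active means activation above the mean of all tested compounds plus 3 SD, cut at about 5.5% in these data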;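 further: 100% = response to 3 µM Δ7-dafachronic acid high control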
ssDAF12 agonist – activates DAF-12 receptor from parasite S. stercoralis; HEK293 ssDAF-12/GRIP1 lit1-tk-luc reporter, luminescence; % of 3 µM dafachronic acid response; AID 652126; activation, % at 6.8 µM; 1% of 370,000 active;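 active means activation above the mean over all tested compounds plus 3 SD, cut at about 0.9% in these data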;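 further: 0% = DMSO-only wells and 100% = 3 µM delta7-dafachronic acid wells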
Rev-erbA mod – Rev-erb alpha (human) modulation; P20393; Rev-erbα–FITC-DNA binding, fluorescence polarization, 90 min; activity, % at 10 µM; 0.79% of 370,000 active;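 active means activity above about 14%, limit read from the data; passing the limit was not always enough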;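 further: 0% = DMSO wells with 35 nM protein and 100% = DMSO wells with 750 nM protein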
Starred values were filed as active, the others as inactive; i = inactive; / = no result given.

SMILES | hgDAF12 agonist | PLCb3 inh | DAX1 inh-1 | MBD2 inh | PLC-gamma1 inh | SMARCA2 act | DAX1 inh-2 | ADAM17 inh | hcDAF12 agonist | ssDAF12 agonist | Rev-erbA mod
Cc1ccc(OCC(=O)OCc2nc3scc(-c4ccccc4)c3c(=O)[nH]2)cc1C | -2.2 | -8 | 1.3 | -5 | -2 | 0 | 0.0 | -1 | 0.9 | -0.9 | -2
CC(C)C(=O)N1CCC2(CC1)Oc1ccc(Cl)cc1C(=O)C21CC(c2cccnc2)=NO1 (stereo not drawn) | -1.2 | -4 | -0.3 | 8 | -4 | -1 | -0.3 | -10 | -1.8 | -1.7 | 1
COC(=O)c1ccc(CNC(=O)c2cc3ccccc3oc2=O)cc1 | 3.9 | 5 | 1.1 | 1 | -1 | 1 | -0.1 | -1 | -0.6 | -1.7 | 7
CCOCCCN1CC(C(=O)NCCc2ccccc2)CC1=O (stereo not drawn) | 5.4 | 2 | 1.2 | 11 | 1 | -3 | -0.5 | -5 | 0.3 | -1.1 | -3
CNC(=O)CSc1nc2nc(C)cc(C)n2n1 | -0.4 | 5 | -0.1 | -4 | 4 | 0 | 0.2 | 3 | 0.7 | -1.1 | -1
CCC(C)NC(=O)Nc1ccc(C)cc1C (stereo not drawn) | 0.3 | 1 | -0.4 | 7 | 3 | 2 | 0.1 | 0 | 1.0 | -0.8 | -6
COc1ccc(NC(=O)CC(C)(C)C)c([N+](=O)[O-])c1 | 0.8 | 5 | 0.2 | 2 | -1 | 3 | 0.4 | -1 | 0.3 | -0.8 | 3
O=C1NN(c2ccccc2)C(=O)C2C1C1C=CC2C12CC2 (stereo not drawn) | 1.5 | 1 | 0.7 | 3 | -1 | 0 | 0.5 | -1 | -1.6 | -1.5 | -7
CC(OC(=O)/C=C/c1cccs1)C(=O)Nc1ccc(S(N)(=O)=O)cc1 (stereo not drawn) | 1.8 | -7 | 4.2 | -10 | 4 | 2 | 0.0 | 2 | -0.5 | -1.3 | 1
CCc1nnc(NC(=O)CN2C(=O)c3ccccc3S2(=O)=O)s1 | -0.7 | -2 | 0.0 | 0 | 6 | 4 | 0.4 | 0 | -0.2 | -0.8 | 2
Cc1cccc(-n2ncc3c(NCc4cccnc4)ncnc32)c1 | 13* | 6 | 1.6 | 4 | 0 | 2 | 4.7* | 0 | -0.9 | -1.0 | -7
COc1ccc(Cc2nc3ccc(C(=O)NC(C)c4cnn(C)c4)cc3o2)cc1 (stereo not drawn) | -2.2 | -10 | 0.1 | -5 | 3 | -2 | 0.3 | -7 | 0.2 | -0.3 | 4
O=C1CC(Sc2nnc(-c3ccccc3)o2)C(=O)N1c1ccccc1 (stereo not drawn) | 1.6 | -4 | 1.1 | -3 | -4 | 2 | 0.2 | -4 | 3.4 | -0.1 | /
COc1cc(Cl)ccc1OC1(C)CCN(Cc2ccc(-c3ccccn3)cc2)C1 (stereo not drawn) | -0.5 | -1 | / | -7 | 3 | -1 | 0.9 | 1 | -0.5 | -1.1 | 1
CC1CCCN(CC(=O)Nc2cccc([N+](=O)[O-])c2)C1 (stereo not drawn) | 1.5 | 2 | -1.3 | -1 | -1 | 2 | -0.1 | -1 | 1.5 | -1.0 | -3
C(=C\c1ccccc1)/CSc1nnc(-c2cccnc2)o1 | 1.2 | -3 | -0.1 | 3 | -2 | -2 | -0.1 | -5 | 0.2 | -1.0 | -8
Cc1nn(C)c(C(=O)N/N=C/c2cccc3ccccc23)c1Cl | 2.0 | 4 | -2.2 | -7 | 1 | 5 | 0.0 | 0 | -1.6 | -1.1 | 6
O=C(CSc1ccc2c(c1)OCCO2)Nc1cccnc1 | -2.4 | 0 | -2.2 | -2 | 0 | -4 | 0.4 | 0 | 0.4 | -1.1 | 3
COc1ccccc1C(=O)NC(=O)COC(=O)C1CCC1 | 2.9 | -6 | 1.0 | 4 | -5 | -3 | -1.0 | -1 | -1.7 | -1.6 | -1
CCc1ccc(N2CCN(CCNC(=O)Nc3ccc(OC)cc3)CC2)cc1 | 1.0 | -3 | 1.1 | -1 | 5 | -1 | -0.3 | 3 | -2.0 | -1.3 | 2
O=C(c1ccc(S(=O)(=O)Nc2ccccc2F)cc1)N1CCN(c2ccccn2)CC1 | -0.6 | 2 | 1.4 | -3 | 2 | -1 | 0.0 | 1 | -0.7 | -0.7 | -2
Cc1c(C(=O)N2CCCC(C)C2)sc2ncnc(N3CCCCC3C)c12 (stereo not drawn) | -0.1 | -6 | -0.8 | -2 | -5 | 0 | -0.7 | -2 | -2.5 | -1.7 | -1
O=C(/C(=C(\[O-])c1ccccc1)[n+]1ccc2ccccc2c1)c1ccc([N+](=O)[O-])cc1 | 0.7 | -4 | -0.1 | 0 | 2 | -2 | 0.4 | -4 | 4.5 | -0.2 | 2
CCc1ccc(-c2cc(C)no2)cc1S(=O)(=O)N1CCOc2ccccc21 | -4.2 | -10 | -0.9 | -8 | 2 | -4 | -3.4 | -1 | -3.6 | -1.8 | -1
CCOC(=O)c1c(C)[nH]c(C2=NNC(=Nc3ccc(OCC)cc3)SC2)c1C | 0.0 | -55 | -1.0 | -4 | -48 | -1 | -1.4 | -33 | -1.4 | -1.1 | 5

3 compounds already listed, arranged by count of non-hydrogen atoms, low to high.
SMILES | hgDAF12 agonist | PLCb3 inh | DAX1 inh-1 | MBD2 inh | PLC-gamma1 inh | SMARCA2 act | DAX1 inh-2 | ADAM17 inh | hcDAF12 agonist | ssDAF12 agonist | Rev-erbA mod
CCC(C)NC(=O)Nc1ccc(C)cc1C (stereo not drawn) | 0.3 | 1 | -0.4 | 7 | 3 | 2 | 0.1 | 0 | 1.0 | -0.8 | -6
Cc1cccc(-n2ncc3c(NCc4cccnc4)ncnc32)c1 | 13* | 6 | 1.6 | 4 | 0 | 2 | 4.7* | 0 | -0.9 | -1.0 | -7
O=C(c1ccc(S(=O)(=O)Nc2ccccc2F)cc1)N1CCN(c2ccccn2)CC1 | -0.6 | 2 | 1.4 | -3 | 2 | -1 | 0.0 | 1 | -0.7 | -0.7 | -2

Taken from above.
hcDAF12 agonist with CCc1ccc(-c2cc(C)no2)cc1S(=O)(=O)N1CCOc2ccccc21 is entered as -3.6
ADAM17 inh with CCc1nnc(NC(=O)CN2C(=O)c3ccccc3S2(=O)=O)s1 is entered as 0

More compounds follow:
SMILES | hgDAF12 agonist | PLCb3 inh | DAX1 inh-1 | MBD2 inh | PLC-gamma1 inh | SMARCA2 act | DAX1 inh-2 | ADAM17 inh | hcDAF12 agonist | ssDAF12 agonist | Rev-erbA mod
Cc1ccc([C@@H]2CC=C(C(=O)O)[C@H](c3cccc(Cl)c3)N2S(=O)(=O)c2ccc(C)cc2)cc1 | -4.5 | -2 | 0.2 | 1 | 0 | -1 | 0.3 | 1 | -0.1 | -0.9 | -1
COc1ccc(NC(=O)CSc2nnc(-c3cccnc3)o2)c(OC)c1 | -3.1 | -6 | 0.7 | 2 | 0 | -2 | 0.2 | -5 | 0.1 | -0.4 | 1
COc1cc(C(=O)NC2CC(C)(C)NC(C)(C)C2)cc(OC)c1OC | -0.3 | 3 | -0.1 | -2 | -2 | 1 | -0.2 | 0 | -0.9 | -0.8 | -6
CC1(C)CC(=O)N(CC(=O)N2CCN(c3ccc(F)cc3)CC2)c2ccccc2S1(=O)=O | -2.2 | 0 | / | 2 | -1 | -2 | -0.4 | 0 | -0.9 | -1.6 | 0
O=C(NN1C(=O)/C(=C\c2cccnc2)SC1=S)c1ccco1 | 1.5 | -3 | -0.5 | 10 | 1 | -3 | 0.8 | 3 | 2.0 | -1.3 | -1
Cc1ccc(-c2csc(NC(=O)c3c(C)noc3C)n2)cc1 | -1.9 | -10 | -0.8 | -1 | -7 | 1 | 0.6 | 1 | -3.0 | -1.1 | -10
COc1cc(C)c(Cl)cc1S(=O)(=O)n1ccnc1C | -0.3 | -2 | 2.4 | 1 | -1 | 5 | 0.5 | -2 | 0.0 | -1.0 | 0
CSc1ncccc1C(=O)N1CCCC(Nc2ccc(F)c(F)c2)C1 (stereo not drawn) | -1.6 | 2 | -0.5 | 3 | 3 | -2 | -0.8 | -2 | -2.8 | -1.5 | -7
Cc1ccc(OCCCOc2cccc3cccnc23)cc1C | -0.8 | -9 | 0.5 | 1 | -5 | 3 | -0.3 | 3 | -0.8 | -1.4 | -7
Cc1nnc(-c2cnn(C)c2N)n1CCCN(C)C | -0.3 | -9 | 0.2 | -5 | 4 | -5 | -1.4 | -1 | -0.3 | -1.7 | -1
Cc1nc(-c2ccc(NC(=O)Cc3ccccc3)cc2)cs1 | 8.5 | -6 | 0.6 | 0 | 3 | -1 | 0.6 | -3 | 1.9 | -0.3 | 1
S=C1NCCOCCOCCOCCOCCN1 | -0.7 | -4 | 0.8 | 6 | 3 | 4 | 0.2 | -9 | 1.6 | -1.0 | 5
CCC(=O)Nc1cccc(C2=NOC3(C2)C[C@H](C(N)=O)N(C(=O)Cc2ccc([N+](=O)[O-])cc2)C3)c1 (stereo partly drawn) | -3.0 | 0 | 0.9 | -1 | 1 | 1 | 0.1 | -3 | 0.3 | -1.0 | 5
OC[C@@H]1CN(Cc2ccc3c(c2)OCO3)C[C@H](n2cnc3c(NC4CC4)ncnc32)O1 | 1.1 | 5 | / | 5 | 1 | 0 | -0.5 | 1 | 0.3 | -1.6 | -7
CCOC(=O)c1c(NC(=S)Nc2ccc(OC)cc2)sc2c1CCCCC2 | 2.6 | 1 | -1.0 | 2 | 1 | -3 | -0.5 | -1 | -1.0 | -1.4 | 7
CCC(C)NC(=O)CSc1nc2cc3c(cc2c(=O)n1Cc1ccco1)OCO3 (stereo not drawn) | 0.5 | -5 | -0.8 | -2 | 1 | 0 | 0.7 | -1 | -1.0 | -1.7 | 3
COc1ccc2[nH]c3c(N4CCC(O)(c5cccc(C(F)(F)F)c5)CC4)ncnc3c2c1 | -3.3 | i | -1.3 | 2 | -439 | -1 | -3.0 | -101 | -2.7 | -2.1 | -1
CN1CCN(Cc2nc3ccccc3c(=O)n2Cc2nc(-c3ccccc3F)cs2)CC1 | -2.2 | 0 | -0.8 | -4 | 2 | 1 | -0.4 | 4 | -0.9 | -0.9 | -5
CCCCC(=O)NC(=S)Nc1cccc(C(=O)O)c1 | 3.8 | 2 | 0.8 | 6 | 1 | 0 | 0.5 | -8 | -0.8 | -0.9 | -2
CCOC(=O)C1CCCN(C(=O)C2CCN(S(=O)(=O)c3cnc[nH]3)CC2)C1 (stereo not drawn) | -0.2 | 2 | 0.8 | -1 | 1 | 1 | -0.6 | -2 | -1.2 | -1.4 | 1
CCCCCC(=O)N/N=C/c1ccc(N(C)C)cc1 | 5.4 | -41 | 0.8 | -3 | -34 | 1 | 1.8 | -81 | 3.1 | 0.1 | -3
O=C(O)CC/C(=C\c1ccc(Cl)c([N+](=O)[O-])c1)c1nc2ccccc2s1 | -2.3 | 0 | -1.1 | 1 | 5 | -4 | 1.1 | -4 | -1.3 | -1.5 | 7
CCOC(=O)c1c(CSC(=N)N)n(C)c2cc(Br)c(OC(C)=O)cc12 | -1.3 | -4 | 3.7 | -2 | 3 | 3 | -0.3 | 2 | -1.9 | -0.7 | 0

High-throughput results from PubChem.
